# Screening data as filed in PubChem BioAssay.
# EWS-Fli block: EWS/Fli-driven NR0B1 reporter inhibitors, primary screen, A673 cells, NR0B1 luciferase, luminescence, MLPCN library | viability-normalised | inhibition, % at 12.6 µM | 350,000 tested, 0.67% active | AID 651661, 2012;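 active = mean inhibition of at least 50% after viability correction, with every replicate also passing that limit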;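 note: firefly luciferase signal divided by Alamar Blue viability fluorescence both relative to DMSO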
# PglD inh: C. jejuni PglD acetyltransferase inhibitors, primary screen, biochemical, DTNB colorimetric, single point; purified PglD enzyme, DTNB colorimetric CoA detection; inhibition, % at 12.5 µM; 360,000 tested, 0.098% active; AID 602405, 2012; in the data active = inhibition above about 16%, passing the limit was not always enough; note: strong numbers were not always called active
# PGC1a acetyl inh: inhibitors of PGC1a acetylation signal, primary screen, cell-based, U2OS, AlphaScreen, inhibitor mode; inhibition, % at 15.6 µM; AlphaScreen anti-acetyl-lysine; with virally co-expressed GCN5 acetyltransferase; 350,000 tested, 0.17% active; AID 651687, 2012;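 active = every replicate shows inhibition of at least 40%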;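 note: 0% = neutral control wells and 100% = positive control wells; some results beyond the cut were filed as inactive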
# PAX8 inh HTS: inhibitors of PAX8-driven TPO luciferase reporter, primary screen, RMG-I cells, single concentration; inhibition, % at 12.6 µM; SteadyGlo, 24 h; 360,000 tested, 1.2% active;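 active = mean replicate inhibition at least 60% with every replicate also reaching 60%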;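 note: luciferase light reporting Pax8 driven TPO promoter activity; plate controls were median of neutral control wells for no effect and mitoxantrone controls for full effect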
# S100A4 inh HTS: inhibitors of S100A4-myosin IIA peptide binding, primary screen, biochemical, fluorescence polarization, TAMRA-MyoIIA peptide; inhibition, % at 10.7 µM; Protein S100-A4 (Homo sapiens), P26447; AID 652163, 2013; 360,000 tested, 0.14% active;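 active = mean inhibition of at least 70% across replicates, with every replicate also reaching that level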
# Target sequence (P26447 whole entry, looked up): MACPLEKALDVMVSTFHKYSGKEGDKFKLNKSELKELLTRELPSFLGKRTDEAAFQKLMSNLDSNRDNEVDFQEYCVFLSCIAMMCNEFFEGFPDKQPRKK
#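 Test system: S100A4 monomer protein; Medium: HEPES pH 7.2 with CaCl2, KCl, NaCl, DTT, Triton; Probe or stimulus: TAMRA-labelled myosin IIA heavy-chain peptide probe, 5 nM; Doses: one dose per compound; Times: polarization read 5 min after assay mix addition, stable 5–60 min; Benchmarks: neutral control DMSO, positive control TFP.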
# ERAP1 HTS inh: human ERAP1 aminopeptidase inhibitors, primary screen, biochemical, single point, plate reader; recombinant ERAP1, Leu-AMC fluorescence, 60 min; AID 652197, 2013; Endoplasmic reticulum aminopeptidase 1 (Homo sapiens), Q9NZ08; 340,000 tested, 0.15% active; inhibition, % at 10.7 µM;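 active = mean replicate inhibition of at least 30%, or all replicates individually reaching that 30% level; inactive = mean below 30% and not every replicate reaching it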;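 note: 0% = neutral control wells and 100% = L-leucinethiol positive control wells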
# Target sequence (Q9NZ08 whole entry, looked up): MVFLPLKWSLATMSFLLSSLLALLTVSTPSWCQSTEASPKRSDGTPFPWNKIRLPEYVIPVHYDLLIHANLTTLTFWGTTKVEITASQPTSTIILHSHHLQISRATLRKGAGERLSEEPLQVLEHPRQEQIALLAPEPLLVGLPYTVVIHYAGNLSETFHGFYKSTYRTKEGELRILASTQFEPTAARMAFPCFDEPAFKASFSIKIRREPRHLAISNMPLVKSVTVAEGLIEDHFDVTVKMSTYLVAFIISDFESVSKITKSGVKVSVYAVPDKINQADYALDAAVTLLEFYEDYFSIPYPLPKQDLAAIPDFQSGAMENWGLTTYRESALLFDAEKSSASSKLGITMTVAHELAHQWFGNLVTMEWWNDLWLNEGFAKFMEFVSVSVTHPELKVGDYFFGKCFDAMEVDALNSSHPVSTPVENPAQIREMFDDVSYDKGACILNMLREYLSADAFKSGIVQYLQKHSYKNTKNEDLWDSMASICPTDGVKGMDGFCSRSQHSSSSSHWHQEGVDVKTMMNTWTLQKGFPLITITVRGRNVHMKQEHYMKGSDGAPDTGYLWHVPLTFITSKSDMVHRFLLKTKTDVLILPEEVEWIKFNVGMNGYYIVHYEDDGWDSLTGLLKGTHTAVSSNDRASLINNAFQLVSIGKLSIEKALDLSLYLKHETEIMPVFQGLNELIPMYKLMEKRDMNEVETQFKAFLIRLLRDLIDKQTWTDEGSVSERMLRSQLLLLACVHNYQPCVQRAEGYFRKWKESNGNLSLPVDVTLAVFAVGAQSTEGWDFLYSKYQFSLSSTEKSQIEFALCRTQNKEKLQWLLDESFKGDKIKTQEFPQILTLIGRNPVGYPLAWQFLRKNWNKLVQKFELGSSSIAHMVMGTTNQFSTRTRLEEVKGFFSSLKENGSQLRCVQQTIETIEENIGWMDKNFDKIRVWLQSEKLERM
# LGR2 antag: inhibitors of bursicon-induced LGR2 CRE-luciferase signal, primary screen, cell-based, HEK293, CRE-luciferase reporter, bursicon stimulation | bursicon-stimulated, 4 h | 380,000 tested, 0.35% active | inhibition, % at 9.99 µM | Drosophila bursicon receptor LGR2 (rickets);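 active = drop in luminescence signal, shown as inhibition above about 50% in the replicate tests, limit read from the data, passing the limit was not always enough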;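 note: agonist challenge used bursicon conditioned medium at about half maximal strength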
# FN deposit inh: inhibitors of fibronectin matrix deposition, primary screen, AH1F cells, Alexa488-fibronectin fluorescence, plate reader. 350,000 tested, 0.086% active. inhibition, % at 12.6 µM. AH1F fibroblasts, overnight;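 active = mean inhibition across replicates of 30% or more, regardless of how many single replicates reach that level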;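 note: positive control wells lacked labelled fibronectin entirely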
#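 Assay system: AH1F fibroblasts assembling fluorescent fibronectin matrix; Amount: 10000 AH1F cells per well; Buffer or medium: DMEM, 2% serum; Probe or stimulus: Alexa488-fibronectin, 24 nM final in well; Doses: single compound dose, delivered by pin transfer; Incubation: 1 h adhesion, overnight exposure; Measured by: fluorescence 485/525 nm; Read-out: fibronectin deposition inhibition.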
# Starred values were filed as active, the others as inactive; · = not tested or not shown.
# Every second line gives: EWS-Fli block	PglD inh	PGC1a acetyl inh	PAX8 inh HTS	S100A4 inh HTS	ERAP1 HTS inh	LGR2 antag	FN deposit inh
- Cn1nc(C(=O)N2CCN(c3ccc(Cl)cc3)CC2)c2c1-c1ccccc1S(=O)(=O)C2
 : 3.8	-4.4	4.1	8.9	9.0	1.7	6.7	2.5
- Cc1ccc(SC(C)C(=O)Nc2ncn[nH]2)cc1 (centres undefined)
 : -7.6	-4.8	-4.7	-17.9	-1.0	1.7	-20.7	2.9
- CN(Cc1ccccc1)C(=O)c1cccnc1
 : 11.7	2.9	·	7.2	-8.3	-0.6	-12.8	4.3
- COc1ccccc1-c1ccc2c(c1)O[C@@H](CN(C)C(=O)c1cccnc1)[C@H](C)CN([C@H](C)CO)S2(=O)=O
 : -3.8	1.5	15.1	4.3	6.4	1.5	-8.7	·
- C[C@H](CO)N1C[C@H](C)[C@@H](CN(C)Cc2ccc(F)cc2)Oc2cc(C#CC(C)(C)O)ccc2S1(=O)=O
 : 12.8	-0.1	5.0	16.7	4.5	1.0	-21.4	-7.7
- C[C@H](CO)N1C[C@H](C)[C@@H](CN(C)S(=O)(=O)c2ccccc2)Oc2ccc(NC(=O)Nc3ccc4c(c3)OCO4)cc2CC1=O
 : -3.7	·	-8.9	·	1.1	0.7	11.6	5.7
- C[C@@H]1CN([C@@H](C)CO)C(=O)Cc2cc(NS(=O)(=O)c3cn(C)cn3)ccc2O[C@H]1CN(C)S(=O)(=O)c1ccc(F)cc1
 : 3.2	·	3.8	·	-11.6	-6.9	-3.1	·
- CCCCCn1c(C)c(CC(=O)Nc2ccc(Oc3cccnc3)c(C)c2)c2ccccc21
 : 7.8	·	·	10.8	-1.6	-1.8	20.7	-3.1
- C[C@H]1CN([C@@H](C)CO)C(=O)c2cc(NC(=O)C3CCCCC3)ccc2O[C@@H]1CN(C)Cc1ccccc1
 : -2.5	-3.7	·	2.7	14.0	3.9	11.9	·
- O=C(OCCCN=C1NS(=O)(=O)c2ccccc21)c1cccs1
 : 2.2	4.2	0.4	2.3	3.0	-2.4	-4.6	-1.4
- CCOc1ccc(S(=O)(=O)N2CCOCC2)cc1NC(=O)CSC(=S)N1CCCC1
 : 10.7	·	·	4.6	-0.4	4.7	8.4	3.0
- O=C(O)c1ccc(N=N/C(=N\Nc2ccc(C(=O)O)cc2)c2ccccc2)cc1
 : -34.6	-2.8	3.2	-20.5	1.3	6.7	-29.2	5.7
- COc1ccccc1-c1cnc2c(c1)C(=O)N([C@H](C)CO)C[C@@H](C)[C@@H](CN(C)Cc1ccc(C(=O)O)cc1)O2
 : 0.7	1.7	-6.2	·	35.3	0.4	7.9	-11.4
- CC(=O)Nc1sc2c(c1C#N)CCCCC2
 : ·	-5.0	-1.3	-43.2	·	·	·	2.6
- Oc1ccc(N=Nc2n[nH]c(-c3ccc(Cl)cc3)n2)cc1
 : -22.0	1.9	-5.5	·	2.2	-5.4	14.8	·
- CCc1nc2ccc(C(=O)NC3CCN(Cc4ccccc4)CC3)cn2c1N(CC)Cc1cccc(Br)c1
 : 5.3	-2.4	·	9.0	7.5	-1.6	13.3	0.8
- Cc1ccc(S(=O)(=O)N(C)C[C@H]2Oc3ccc(NC(=O)Cn4cnnn4)cc3CC(=O)N([C@@H](C)CO)C[C@@H]2C)cc1
 : -16.6	-2.4	6.6	17.3	-3.3	-1.9	-40.6	·
- Cc1oc2c(c(C)cc3oc(=O)c(CC(=O)NCCC(=O)O)c(C)c32)c1C
 : 15.2	-0.8	-0.2	26.5	2.9	2.4	6.9	-2.8
- Cc1noc(C)c1NC(=O)N(C)C[C@H]1Oc2ccc(NC(=O)NC3CCCCC3)cc2CC(=O)N([C@@H](C)CO)C[C@H]1C
 : -3.6	-3.5	-1.2	·	-2.6	0.7	6.4	·
- CC=Cc1ccc2n(c1=O)C[C@H]1[C@H](CO)[C@@H](C(=O)NCCc3cn(C)cn3)N(C(=O)C3CCC3)[C@@H]21 (mixture of isomers)
 : 3.9	-0.3	·	·	33.9	-2.9	-6.9	·
- COC(=O)[C@@H](NC(=O)c1cc(COc2cncc(Cl)c2)on1)c1ccccc1
 : ·	3.5	0.8	-66.2	-0.7	1.8	-28.1	·
- CC(C)Cc1ccc(-c2cc3nc(NCCc4ccc(S(N)(=O)=O)cc4)ccn3n2)cc1
 : -96.5	4.2	-2.1	-92.0	5.9	6.0	16.9	-6.8
- CCOC(=O)Cn1nc(C)c(NC(=O)COc2ccc(OC)cc2)c1C
 : -32.9	2.7	38.1	-13.6	1.9	-2.6	10.5	-2.5
- O=C(Nc1cccc(F)c1)N1CCCCN2[C@H](C1)[C@H](c1ccc(C#Cc3cccnc3)cc1)[C@@H]2CO
 : 5.2	0.1	19.5	26.4	1.4	-3.9	4.1	18.6
- O=C(NCCC1=CCCCC1)c1ccc(Cl)c([N+](=O)[O-])c1
 : -14.2	2.4	·	-12.4	-1.7	1.3	-12.6	-1.2
- CC(NC(=O)CCc1nnc(-c2ccc(-c3ccccc3)cc2)o1)c1nc2ccccc2[nH]1 (centres undefined)
 : 26.4	·	·	-37.9	5.2	-2.9	-47.6	·
- C[C@H](CO)N1C[C@H](C)[C@H](CN(C)S(=O)(=O)c2ccc(F)cc2)OCCCC[C@H](C)Oc2ccc(NC(=O)Nc3ccc(C(F)(F)F)cc3)cc2C1=O
 : 2.3	8.9	11.8	55.6	-1.9	-2.5	-4.7	6.5
- O=C(OCc1ccc(Cl)cc1Cl)c1ccncc1
 : ·	5.6	-1.4	·	·	·	11.6	-5.0
- COc1ccc(CCNC(=O)COc2ccc(N(C)S(=O)(=O)c3ccc(C)cc3)cc2)cc1OC
 : 5.1	·	-10.4	22.7	-0.2	·	-3.0	2.3
- CCn1c2c(c(=N)c3c1CCC3)CCCC2
 : 16.0	-2.2	3.2	13.8	-0.3	-0.5	2.2	-16.5

# Rewritten with bars between the fields: entries from further up.
structure | EWS-Fli block | PglD inh | PGC1a acetyl inh | PAX8 inh HTS | S100A4 inh HTS | ERAP1 HTS inh | LGR2 antag | FN deposit inh
CC(C)Cc1ccc(-c2cc3nc(NCCc4ccc(S(N)(=O)=O)cc4)ccn3n2)cc1 | -96.5 | 4.2 | -2.1 | -92.0 | 5.9 | 6.0 | 16.9 | -6.8
CCOC(=O)Cn1nc(C)c(NC(=O)COc2ccc(OC)cc2)c1C | -32.9 | 2.7 | 38.1 | -13.6 | 1.9 | -2.6 | 10.5 | -2.5
O=C(Nc1cccc(F)c1)N1CCCCN2[C@H](C1)[C@H](c1ccc(C#Cc3cccnc3)cc1)[C@@H]2CO | 5.2 | 0.1 | 19.5 | 26.4 | 1.4 | -3.9 | 4.1 | 18.6
O=C(NCCC1=CCCCC1)c1ccc(Cl)c([N+](=O)[O-])c1 | -14.2 | 2.4 | · | -12.4 | -1.7 | 1.3 | -12.6 | -1.2

# Next part.
# Every second line gives: EWS-Fli block	PglD inh	PGC1a acetyl inh	PAX8 inh HTS	S100A4 inh HTS	ERAP1 HTS inh	LGR2 antag	FN deposit inh
- CCN(CC(=O)Nc1ccc2c(c1)OCCO2)C(=O)c1ccc(C(F)(F)F)cc1
 : -88.2	0.3	7.6	-111.0	-6.7	4.7	-34.9	-5.2
- CC1CC(C)CN(S(=O)(=O)c2cccc3cccnc23)C1 (centres undefined)
 : -13.9	-0.9	-17.5	6.4	-3.1	·	11.9	0.6
- Cc1cc(OCCCC(=O)NCCN2C(=O)S/C(=C\c3cccnc3)C2=O)ccc1Cl
 : 7.2	·	·	15.2	-0.8	-3.6	22.6	·
- O=C(c1ccc(OC2CCN(Cc3ccc(C(F)(F)F)cc3)CC2)cc1)N1CCCCC1
 : 18.9	0.3	7.4	10.2	-2.2	4.2	3.6	-4.1
- CCOc1ccc(-c2[nH]ncc2-c2csc(C)n2)c(O)c1
 : 6.4	·	·	13.2	0.0	4.4	27.8	-5.3
- CCOc1ccc(S(=O)(=O)N(CC)CC(=O)NCc2cccnc2)cc1
 : 2.6	-1.0	-2.0	2.9	9.7	2.4	10.9	13.9
- COc1ccc(-c2nnc(SCC(=O)NC3CC3)o2)cc1
 : -21.9	4.6	-3.2	-43.4	-4.0	1.9	-26.5	-2.3
- CN(C1CC(C)(C)N(O)C(C)(C)C1)S(=O)(=O)CC12CCC(CC1=O)C2(C)C (centres undefined)
 : -4.2	1.9	·	-0.7	-1.3	4.8	6.4	5.7
- CC(=O)NCCc1ccc(C(=O)COC(=O)c2ccco2)cc1
 : -22.1	8.2	10.8	-39.0	-3.3	-2.2	39.2	14.1
- O=C(NCC(O)c1ccc2ccccc2c1)c1c(F)cccc1F (centres undefined)
 : -10.4	-0.6	-6.0	-28.9	-2.0	0.2	2.5	3.9
- CCCNCC(O)Cn1c2ccccc2n2c(=O)cc(C)c(C#N)c12 (centres undefined)
 : 0.1	-0.7	·	-6.2	-5.0	3.0	·	2.7
- COc1ccc(NC(=O)N(C)[C@H]2C[C@H]3c4[nH]c5c(-c6ccccc6)cccc5c4CCN3C(=O)[C@H]2[C@H](C)O)cc1
 : 4.1	·	·	-12.0	4.1	4.5	-20.5	0.1
- COC(=O)c1ccc(C2/C(=C(\O)c3cccc(OC)c3)C(=O)C(=O)N2CCCN(C)C)cc1 (centres undefined)
 : -6.9	·	·	-15.0	1.4	-0.5	-2.8	7.7
- COc1cc(C(=O)NC(CCSC)C(=O)OCC(=O)C(C)(C)C)cc(OC)c1OC (centres undefined)
 : 5.1	0.1	4.2	1.8	-0.3	-1.7	26.9	5.5
- O=S(=O)(c1ccccc1F)N1C[C@@H]2N[C@H](C1)C2c1ccc(-c2ccncc2)cc1 (some centres undefined)
 : -6.5	·	11.9	5.4	8.7	0.0	-3.6	2.8
- O=C(Oc1cccnc1)c1ccco1
 : ·	-0.1	-3.1	-5.1	·	·	·	2.0
- Cc1oc(-c2ccccc2F)nc1CSCC(=O)NC1CCCC1
 : ·	·	·	10.8	-3.2	-4.5	5.9	0.0
- CCO[C@@H]1OC(C(=O)NCc2ccccc2)=C[C@H](c2ccc(C(F)(F)F)cc2)[C@H]1CCCO
 : 3.0	-3.2	·	20.1	-2.8	-4.3	39.6	-7.7
- CCc1ccc(NC(=O)CSc2nc3ccccc3c(=O)n2CCCN2CCC(C)CC2)cc1
 : 22.6	·	-21.2	31.9	-21.2	2.4	11.2	·
- COc1ccc(C(=O)NC(C)c2csc(C)n2)cc1OC1CCN(C(C)=O)CC1 (centres undefined)
 : 5.3	4.1	-0.5	-10.4	-2.5	-1.4	-2.7	10.3
- Cc1ccc(N2C(=O)C3C4CCC(O4)C3C2=O)c(OC(F)F)c1 (centres undefined)
 : -2.2	-4.2	·	-3.8	0.9	-0.6	4.9	3.6
- COc1ccc(S(=O)(=O)N2CCCc3nc(-c4ccc(F)cc4)ccc32)cc1
 : 60.0*	·	·	21.1	-1.8	-2.8	-5.6	6.9
- CN1CCN(C(=O)Cn2c(=O)oc3cc(S(=O)(=O)NCc4ccccc4)ccc32)CC1
 : -4.2	-1.7	1.9	-6.4	-4.9	8.4	12.5	-2.8
- Cc1c(C(=O)Nc2cccnc2Cl)oc2ccccc12
 : -126.9	-2.0	7.5	-94.9	-1.0	-0.7	-12.5	8.5
- CO[C@@H]1CN(C)C(=O)c2ccc(NC(=O)Nc3cccc(F)c3)cc2OC[C@H](C)N(C)C[C@@H]1C
 : -1.0	3.3	·	11.2	3.4	-0.2	7.4	-11.1
